Screens from PubChem.
Mot1-301 SUMO: inhibitors of SUMOylation pathway: yeast Mot1-301 growth rescue; S. cerevisiae Mot1-301 growth rescue, ATP luminescence, 38.5C; percent above DMSO median, 100 means doubled; growth rescue, % at 18.8 µM; 320,000 compounds, 1% hits; AID 2716;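 active = every valid replicate shows activation above 250% relative to neutral control wells; inactive = the rest, any valid replicate at or below 250%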;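 note: OY570 slx delta 5 strain wells were the positive control but not used for scaling; some compounds called inactive have numbers as strong as hits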
AddAB inh: less growth of phage-infected E. coli with AddAB | E. coli expressing H. pylori AddAB, absorbance growth | inhibition, % at 11.9 µM | 330,000 compounds, 0.29% hits | AID 435030; in the data active = inhibition above about 12%;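 note: 0% = vehicle wells of infected cells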
OPRM1-OPRD1 inv: inverse agonist of human OPRM1-OPRD1 heterodimerization | 340,000 compounds, 0.21% hits | P35372+P41143 | AID 504357 | cell-based MOR-DOR heterodimer luminescence, inverse agonism | inhibition, % at 9.3 µM; in the data active = inhibition above about 22%, passing the limit was not always enough;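 note: 0% = cells with DMSO and 100% = wells without cells with DMSO; values of inactives mirror those of a sister screen read the other way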
E coli growth: counter-screen for AddAB inhibitors: E. coli growth inhibition; E. coli V3065 growth, OD600 absorbance, 18 h; inhibition, % at 11.9 µM; 330,000 compounds, 0.27% hits; AID 449728;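 active = inhibition above the campaign's mean inhibition across all tested compounds plus 3 SD, cut at about 9.9% in these data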;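 note: uninfected addAB+ strain grown without phage in ampicillin broth; 0% = DMSO wells and 100% = ciprofloxacin 0.95 µg/ml wells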
PKA-R1A activ: activators of PKA-R1A complex. PKA-R1A dissociation, Cy5-IP20 fluorescence polarization; scaled: DMSO 0%, 113 µM cGMP 100%. activation, % at 11.4 µM. 340,000 compounds, 0.083% hits. AID 504707;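 active = percent activation above the mean of all tested compounds plus 3 SD, cut at about 19% in these data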;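 note: higher means more PKAc released from R1A so a rise in polarization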
HTR5A inv ag: counter-screen for OPRM1-OPRD1 inverse agonists: human HTR5A inverse agonism; HTR5A cell line, luminescence; inhibition, % at 9.3 µM; 340,000 compounds, 0.083% hits; in the data active = inhibition mostly above about 23%, no sharp cut-off; inactive = mostly below about 18%;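 note: 0% = cells with DMSO and 100% = no-cell wells with DMSO; some compounds called inactive have numbers as strong as hits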
Target sequence (P47898 whole entry, looked up): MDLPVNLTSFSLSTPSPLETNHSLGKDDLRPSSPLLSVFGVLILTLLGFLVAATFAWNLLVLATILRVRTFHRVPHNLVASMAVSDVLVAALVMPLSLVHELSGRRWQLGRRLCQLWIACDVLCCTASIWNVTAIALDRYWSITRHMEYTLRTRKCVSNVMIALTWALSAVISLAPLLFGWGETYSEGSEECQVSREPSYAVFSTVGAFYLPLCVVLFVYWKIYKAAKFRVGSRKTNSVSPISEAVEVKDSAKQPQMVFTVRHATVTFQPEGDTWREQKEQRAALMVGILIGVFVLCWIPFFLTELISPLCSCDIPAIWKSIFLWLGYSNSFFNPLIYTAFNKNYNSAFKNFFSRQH
Tat transport: inhibitors of E. coli Tat protein transport; 340,000 compounds, 0.036% hits; E. coli MC4100 TorA-mCherry Tat export, fluorescence; inhibition, % at 10 µM;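 active = mean replicate inhibition at least 50% and at least half of replicates individually reaching 50%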;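 note: exported cargo escapes ClpAP degradation while cytoplasmic cargo is degraded and loses fluorescence; 0% = median of neutral control wells and 100% = median of NaSCN control wells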
phage Ecoli inh: E. coli growth loss with phage present | growth absorbance | inhibition, % at 11.9 µM | 360,000 compounds, 0.26% hits; in the data active = inhibition above about 11%
MOR-DOR ag: OPRM1-OPRD1 heterodimerization agonism | cells, luminescence | activation, % at 9.3 µM | 340,000 compounds, 0.3% hits | AID 504326; in the data active = activation above about 18%;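 note: 0% = vehicle-treated cells and 100% = reference agonist; values of inactives mirror those of a sister screen read the other way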
PKA-R2B act: PKA-R2B complex activation | AID 504700 | PKA-R2B holoenzyme dissociation, Cy5-IP20 fluorescence polarization; R2B truncated from residue 108, S112A mutant; 0% DMSO only, 100% 113 µM cGMP | P22694+P31323 | activation, % at 11.4 µM | 340,000 compounds, 0.079% hits;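 active = activation above a cutoff set at the mean over all compounds plus 3 SD, cut at about 18% in these data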;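 note: higher means more holoenzyme dissociation and a rise in polarization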
Target sequence (P31323 whole entry, looked up, other chains not shown, the tested form may be a part): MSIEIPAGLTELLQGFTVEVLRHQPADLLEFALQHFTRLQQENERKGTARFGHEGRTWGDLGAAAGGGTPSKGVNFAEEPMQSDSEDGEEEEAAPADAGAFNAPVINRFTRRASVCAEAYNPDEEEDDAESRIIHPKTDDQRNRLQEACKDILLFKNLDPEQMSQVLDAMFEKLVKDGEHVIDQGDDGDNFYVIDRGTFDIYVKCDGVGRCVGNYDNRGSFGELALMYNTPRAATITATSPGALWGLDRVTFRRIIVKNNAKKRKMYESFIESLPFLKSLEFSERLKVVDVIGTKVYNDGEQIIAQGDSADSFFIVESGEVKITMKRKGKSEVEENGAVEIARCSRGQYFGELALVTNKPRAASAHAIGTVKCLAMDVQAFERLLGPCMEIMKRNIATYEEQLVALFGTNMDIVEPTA
PfHsp90 set2: growth inhibition of yeast expressing Plasmodium Hsp90 | S. cerevisiae expressing PfHsp90, BacTiter-Glo ATP, 48 h; yeast lacking PDR1 and PDR3 efflux regulators | inhibition, % at 9.4 µM | 310,000 compounds, 0.32% hits;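 active = every replicate shows inhibition above about 80%, whatever the replicate mean, limit read from the data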;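 note: 0% = DMSO neutral controls and 100% = 20 µM radicicol positive controls; yeast relying on Plasmodium falciparum Hsp90 in place of its own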
Numbers without * were called inactive; . = not tested or not shown; & = joins results of further samples. Not all compounds are listed; the hit share may differ from the screen's.

SMILES	Mot1-301 SUMO	AddAB inh	OPRM1-OPRD1 inv	E coli growth	PKA-R1A activ	HTR5A inv ag	Tat transport	phage Ecoli inh	MOR-DOR ag	PKA-R2B act	PfHsp90 set2
COc1ccc(Cl)cc1NC1=NCC(C)S1 (stereo unspecified)	-7	2.9	12	-1.5	1	10	-4	3.3	-2.3	-10	.
CNP(=S)(NC)OCCOc1ccc(OC)cc1	-6	1.7	3	2.2	-13	28	-2	1.4	-0.6	7	11
O=C(NCc1cccnc1)C(Cl)(Cl)Cl	-9	4.1	1	-0.2	1	10	-9	3.0	-0.2	7	0
O=P1(Nc2cccnc2)COc2ccccc2OC1	-28	0.3	10	-3.0	-10	-17	-10	0.9	-1.8	-4	.
CCOP(=O)(OCC)C(C)(C)NC(=O)C(Cl)(Cl)Cl	-5	2.8	13	1.1	2	-7	12	1.2	-2.6	1	-17
Cc1c(N=Cc2c(O)n(CCc3ccc(F)cc3)c(=O)[nH]c2=O)c(=O)n(-c2ccccc2)n1C	-2	-2.5	1	-2.9	-10	-12	19	2.4	-0.3	-8	-17
COc1ccc(Cn2c(O)c(/C=N/NC(=O)c3ccccc3)c(=O)[nH]c2=O)cc1	-6	-0.8	19	-1.0	4	5	-7	0.2	-2.9	8	5
CN1C(=O)C(Cc2cccc3ccccc23)C(=O)N(C)C1=O	16	-1.9	-16	-1.0	-2	-20	-8	.	3.1	2	.
COc1ccc(-n2nc(C(=O)NCC(=O)N3CCC4(CC3)OCCO4)c3ccccc3c2=O)cc1OC	867	5.8	-9	-1.6	-2	7	-1	-2.8	1.2	7	-17
CN1CCN(c2ccc(C=O)cc2)CC1	4	2.2	0	1.4	3	-31	-1	3.8	0.0	-1	-18
O=C(O)c1cccc(N=Nc2c(O)[nH]c(=O)[nH]c2=O)c1	16	-0.4	11	-1.4	-13	1	2	-2.1	-2.1	-3	-7
O=P(Oc1ccccc1)(Oc1ccccc1)c1ccccc1	-18	2.8	7	2.0	-2	-4	-1	0.9	-1.3	-14	-118
COc1ccc(C=C2C(=O)N(C)C(=O)N(C)C2=O)cc1COc1ccc(NC(C)=O)cc1	2	-3.3	2	-0.2	1	-2	-11	0.4	-0.4	7	3
N[C@@H](Cn1oc(=O)[nH]c1=O)C(=O)O	8	1.6	1	-1.9	5	-13	-6	4.7	-0.3	14	2
CCOC(=O)C1(CCOc2ccccc2)CCN(C2Cc3ccccc3C2)CC1	37	3.0	-26	0.4	-4	19	2	4.7	5.0	-4	24
N#CC(C#N)=Cc1ccc(N2CCOCC2)cc1	-19	-2.0	14	-0.8	9	-15	6	0.8	-2.5	-9	-4
CCc1ccc2nc(N3CCC(C(=O)N4CCC5(CC4)OCCO5)CC3)sc2c1	103	3.2	2	0.7	-3	-10	9	-1.7	-0.3	-1	-9
O=C(NCc1cccnc1)Nc1ccccc1Cl	-3	-2.0	2	-0.9	5	14	4	-1.2	-0.3	0	-1
C[n+]1c(-c2ccccc2)cc(CCCCc2cc(-c3ccccc3)[n+](C)c(-c3ccccc3)c2)cc1-c1ccccc1	368*	-0.5	17	1.4	-2	6	-3	2.5	-3.7	9	-5
CC(=O)OC1CC[C@]2(C#N)[C@H]3CC[C@]4(C)[C@H](C5C=CC(=O)O5)CCC4(O)C3CCC2(O)C1 (stereo partly specified)	-5	0.9	-246	-1.3	-4	-69	-1	1.6	51*	-5	-20
CCN1C[C@]2(COC)CC[C@H](OC)[C@@]34C1[C@]1(OCO[C@@]15C[C@H](OC)[C@H]1C[C@@H]3[C@@H]5[C@H]1OC)[C@@H](O)[C@H]24	2	-1.4	-9	-1.9	-7	-19	1	3.0	1.7	9	24
CCc1c(-c2ccccc2)nc2ccccc2c1C(=O)N1CCC2(CC1)OCCO2	10	5.0	-9	-0.3	-7	-6	-10	3.2	1.6	1	-1
CCOC(=O)C1CCCCC12C(C#N)=C(N)Oc1n[nH]c(C)c12 (stereo unspecified)	6	3.0	7	-0.5	2	11	-1	1.1	-1.3	-5	.
COCCN(C(=O)COC(=O)Cc1ccccc1)c1c(N)n(Cc2ccccc2)c(=O)[nH]c1=O	20	3.6	9	-0.6	-8	-10	-7	1.8	-1.4	7	17
C1=C(c2ccccc2)CCNC1	-13	2.2	3	-0.1	5	-19	-1	2.1	-0.7	-5	-3

Next part.
SMILES	Mot1-301 SUMO	AddAB inh	OPRM1-OPRD1 inv	E coli growth	PKA-R1A activ	HTR5A inv ag	Tat transport	phage Ecoli inh	MOR-DOR ag	PKA-R2B act	PfHsp90 set2
CN1CCc2nc3sc(C(=O)NC(C)(C)C)c(N)c3cc2C1	-6	0.6	9	0.8	-9	-5	14	3.0	-1.5	-3	.
Cc1ccc2nc(N3CCC(C(=O)N4CCC5(CC4)OCCO5)CC3)sc2c1	.	-1.3	1	0.7	-18	-13	-2	1.4	-0.2	-3	-6
CCn1c(O)c(C=NCCc2c[nH]c3ccccc23)c(=O)[nH]c1=O	-15	1.6	7	0.7	-6	-16	-4	2.2	-1.4	-6	.
C=CC1CN2CCC1CC2[C@@H](OC(=O)c1ccc(OC)cc1)c1ccnc2ccccc12 (stereo partly specified)	143	0.0	10	0.1	-5	8	0	4.3	-1.6	-1	10
CCc1ccc(N2C(=O)NC(=O)/C(=C/c3cccn3CCOc3ccc(C(C)CC)cc3)C2=O)cc1 (stereo unspecified)	-2	2.4	13	1.0	-3	7	-3	1.9	-2.7	5	-5
CCOP(=O)(OCC)C(NC(=O)c1ccc(C)cc1)C(Cl)(Cl)Cl (stereo unspecified)	-6	0.7	20	-4.0	-5	20	5	3.2	-4.0	0	-20
CC1=[N+]([O-])C2(N)CCc3nonc3C2(O)C1 (stereo unspecified)	-3	-2.2	4	-1.8	-3	-3	6	0.2	-0.8	7	-24
Cc1cc(=O)n(-c2ccccc2)n1-c1ccccc1	7	1.5	4	-3.3	-10	8	3	0.7	-0.8	3	20
CN1CC(C(=O)c2ccc(Cl)cc2)C(c2ccccc2F)C1 (stereo unspecified)	-28	-0.2	5	-2.2	-10	3	2	2.9	-0.9	-8	5
CC(Cc1cccs1)NCc1ccc(Cl)cc1 (stereo unspecified)	-11	5.7	-14	2.3	-2	8	-7	3.0	3.0	-1	-1
C[N+]1(C)[C@@H]2CC[C@H]1CC(OC(=O)C(CO)c1ccccc1)C2 (stereo partly specified)	233&1	-4.8	11	-0.9	5	-42	-4	3.2	-2.0	10	19
COc1ccccc1NC(=O)c1cn(CCC#N)nc1-c1cccc(Cl)c1	0	.	11	.	-8	1	1	3.5	-2.2	2	-11
CC1CC(OP(O)(=S)c2ccc(N(C)C)cc2NC(=O)c2cccs2)CC(C)(C)C1 (stereo unspecified)	1	1.7	-5	2.2	-1	6	-1	2.0	1.1	-5	11
COc1ccc(CNCCc2ccc(Cl)cc2)c(OC)c1OC	12	0.0	8	-1.5	9	-3	-1	2.1	-1.7	15	8
CCN(CC)C(=O)c1ccc(NC(=O)Cn2nc(C)c3ccccc3c2=O)cc1	-2	2.5	10	-1.9	3	1	-10	3.2	-1.8	-2	16
CNC(=S)N1CCn2cccc2C1c1cccnc1 (stereo unspecified)	-9	2.6	14	1.3	-4	-27	-4	0.1	-2.9	-6	-29
O=C(NC1CONC1=O)OCC(Cl)(Cl)Cl (stereo unspecified)	-1	4.5	-12	0.9	-6	1	3	4.4	1.7	-9	3
C#CC1(O)C=CC2C3CCC4=CC(=O)CCC4C3CCC21CC (stereo unspecified)	-4	-1.4	-3	-1.4	-1	10	-2	-1.0	0.6	0	-7
COC(=O)C1=C(c2ccc(F)cc2OCc2ccccc2)C[C@@H]2CC[C@H]1N2C(=O)NCc1ccc(OC)cc1	6	-0.3	4	-0.7	-4	-16	8	4.0	-0.6	0	-11
CC(=NCCc1c[nH]c2ccccc12)c1c(O)n(Cc2ccccc2)c(=O)[nH]c1=O	-1	0.7	4	1.8	-10	-82	6	1.9	-0.7	5	7
COc1ccc(N2C(=O)/C(=C/c3cccs3)C(=O)NC2=S)cc1	2	1.5	7	1.9	12	-17	-5	2.9	-1.4	4	-17
c1ccc(-c2[nH]c(-c3ccccc3)[n+](CC3CO3)c2-c2ccccc2)cc1 (stereo unspecified)	0	1.4	9	-3.8	-9	4	2	0.9	-1.8	-9	-2
CCCCCCOc1ccc(CN2CCN(CCO)CC2)cc1	43	-2.1	-8	-4.6	1	12	-3	0.6	1.4	4	3
COc1ccc(C2N(c3cc(C)on3)C(=O)C3CCCN32)cc1 (stereo unspecified)	-3	1.9	19	-0.9	-7	11	1	1.5	-3.7	-16	-12
N#CC(C#N)=Cc1cccnc1	.	-1.2	16	-1.3	8	6	4	1.2	-3.6	-7	0
C=CCn1c(O)c(C(CC)=Nc2ccc3c(c2)CCC3)c(=O)[nH]c1=O	-19	1.2	5	-2.9	4	-29	-1	1.9	-0.9	8	12
CCC(C)OC(=O)c1c(N)n(Cc2cccs2)c2nc3ccccc3nc12 (stereo unspecified)	50	4.8	-13	1.1	-2	2	-3	4.7	3.1	-2	27

Single records, from the list above. Screens in order: Mot1-301 SUMO, AddAB inh, OPRM1-OPRD1 inv, E coli growth, PKA-R1A activ, HTR5A inv ag, Tat transport, phage Ecoli inh, MOR-DOR ag, PKA-R2B act, PfHsp90 set2
Record of C#CC1(O)C=CC2C3CCC4=CC(=O)CCC4C3CCC21CC (stereo unspecified) : -4, -1.4, -3, -1.4, -1, 10, -2, -1.0, 0.6, 0, -7
Record of CC(Cc1cccs1)NCc1ccc(Cl)cc1 (stereo unspecified) : -11, 5.7, -14, 2.3, -2, 8, -7, 3.0, 3.0, -1, -1
Record of C=CCn1c(O)c(C(CC)=Nc2ccc3c(c2)CCC3)c(=O)[nH]c1=O : -19, 1.2, 5, -2.9, 4, -29, -1, 1.9, -0.9, 8, 12
Record of CCCCCCOc1ccc(CN2CCN(CCO)CC2)cc1 : 43, -2.1, -8, -4.6, 1, 12, -3, 0.6, 1.4, 4, 3
Record of CCC(C)OC(=O)c1c(N)n(Cc2cccs2)c2nc3ccccc3nc12 (stereo unspecified) : 50, 4.8, -13, 1.1, -2, 2, -3, 4.7, 3.1, -2, 27

A section from the list above, for reference:
SMILES	Mot1-301 SUMO	AddAB inh	OPRM1-OPRD1 inv	E coli growth	PKA-R1A activ	HTR5A inv ag	Tat transport	phage Ecoli inh	MOR-DOR ag	PKA-R2B act	PfHsp90 set2
N#CC(C#N)=Cc1cccnc1	.	-1.2	16	-1.3	8	6	4	1.2	-3.6	-7	0
C=CCn1c(O)c(C(CC)=Nc2ccc3c(c2)CCC3)c(=O)[nH]c1=O	-19	1.2	5	-2.9	4	-29	-1	1.9	-0.9	8	12
CCC(C)OC(=O)c1c(N)n(Cc2cccs2)c2nc3ccccc3nc12 (stereo unspecified)	50	4.8	-13	1.1	-2	2	-3	4.7	3.1	-2	27
